Screens as filed in PubChem.
CHRM1 agonist: human M1 muscarinic receptor agonism; activation, % at 3 µM; actives 0.33% (n = 360,000); P11229; CHO-K1 hM1, Fluo-8 calcium fluorescence, agonist mode; 0% DMSO, 100% acetylcholine EC100;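 active means activation above the run's mean compound activation plus 3 SD, cut at about 16% in these data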;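 further: peak over basal fluorescence ratio within a 140 s kinetic read after compound addition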
Target sequence (P11229 whole entry, looked up): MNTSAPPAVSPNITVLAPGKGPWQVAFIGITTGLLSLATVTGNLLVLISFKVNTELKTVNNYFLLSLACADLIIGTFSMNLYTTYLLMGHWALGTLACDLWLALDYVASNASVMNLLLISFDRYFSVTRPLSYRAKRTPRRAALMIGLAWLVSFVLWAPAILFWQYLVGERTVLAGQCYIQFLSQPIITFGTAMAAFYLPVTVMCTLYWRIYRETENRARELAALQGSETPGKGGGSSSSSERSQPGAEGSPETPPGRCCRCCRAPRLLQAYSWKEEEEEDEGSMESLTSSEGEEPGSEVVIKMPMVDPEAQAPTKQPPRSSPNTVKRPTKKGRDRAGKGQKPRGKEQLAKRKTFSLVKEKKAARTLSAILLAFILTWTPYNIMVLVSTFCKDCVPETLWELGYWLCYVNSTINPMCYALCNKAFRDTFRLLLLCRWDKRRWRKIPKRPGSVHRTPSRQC
M1 ag parental: M1 agonist counterscreen hit in parental CHO-K1 cells | Fluo-8 calcium fluorescence; scaled to maximal ATP response, vehicle zero | activation, % at 3 µM | actives 0.48% (n = 360,000) | AID 602248; in the data active means activation above about 15%;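 further: untransfected CHO-K1 host cells lacking M1 receptor as counterscreen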
M1 antag: human CHRM1 antagonism; P11229; CHO-K1 hM1, Fluo-8 calcium fluorescence, ACh EC80 antagonist; inhibition, % at 3 µM; actives 1.3% (n = 360,000);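 active means percent inhibition above its own plate's cutoff, namely the mean of that plate's compound wells plus 3 SD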;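 further: peak over basal fluorescence ratio during 140 s after agonist addition; 0% = ACh EC80 plus DMSO and 100% = DMSO alone without agonist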
TAAR1 ag: human TAAR1 agonism; Q96RJ0; CHO RD-HGA16 TAAR1, Fluo-8 calcium fluorescence; vehicle wells 0%, saturating PEA agonist 100%; activation, % at 3 µM; actives 0.99% (n = 360,000); AID 624467;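 active means activation above the mean activation of all test compounds in the run plus 3 SD, cut at about 38% in these data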
Target sequence (Q96RJ0 whole entry, looked up): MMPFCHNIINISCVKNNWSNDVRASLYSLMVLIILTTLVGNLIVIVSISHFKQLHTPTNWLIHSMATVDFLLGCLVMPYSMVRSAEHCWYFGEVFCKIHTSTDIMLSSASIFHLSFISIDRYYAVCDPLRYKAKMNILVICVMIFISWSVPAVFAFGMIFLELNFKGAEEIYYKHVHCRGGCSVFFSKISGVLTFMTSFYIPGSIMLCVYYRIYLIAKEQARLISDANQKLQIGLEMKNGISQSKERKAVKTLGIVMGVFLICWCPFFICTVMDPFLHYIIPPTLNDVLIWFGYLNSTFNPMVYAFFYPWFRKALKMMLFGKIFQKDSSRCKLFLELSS
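Assay system: CHO-derived RD-HGA16 cells with stable Gα16 and human TAAR1; timing: 17-24 h seeding, 75 min 37 °C dye, 30 min RT; read-out: % activation from peak over basal fluorescence ratio, DMSO-to-PEA scaled; measured by: kinetic Fluo-8 calcium fluorescence; benchmarks: low control DMSO, high control PEA (EC100); doses: 3 µM single concentration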
CHO parental Ca: counter-screen for OX1R antagonists: effect in parental CHO cells; inhibition, % at 5.6 µM; actives 0.63% (n = 330,000); parental CHO-K1, ATP-induced calcium, Fluo-8 fluorescence; AID 463079;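 active means inhibition above that plate's mean sample inhibition plus 3 SD, cut at about 26% in these data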;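 further: 0% = ATP-challenged DMSO wells and 100% = DMSO wells without ATP; some compounds past the cut are filed as inactive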
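Material: Parental CHO cells | Reagent: ATP | Compound dosing: Single nominal dose of 5.6 µM per compound | Detection: Intracellular calcium via Fluo-8 no-wash fluorescent dye | Read-out: % inhibition of ATP-induced calcium mobilization | Benchmarks: Low control ATP plus DMSO, high control DMSO only | Replicates: Singlicate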
CHO-K1 Ca antag: counter-screen for M1 antagonists: effect in parental CHO-K1 cells. actives 0.6% (n = 360,000). inhibition, % at 3 µM. ATP-induced calcium, Fluo-8 fluorescence;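 active means inhibition above a per-plate cutoff, the plate's mean sample inhibition plus 3 SD, cut at about 24% in these data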;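 further: 0% = DMSO plus EC80 ATP and 100% = DMSO alone without ATP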
M1 PAM: potentiates human M1 receptor response to acetylcholine | actives 0.088% (n = 360,000) | CHO-K1 hM1, Fluo-8 calcium fluorescence, ACh EC20; 0% = ACh EC20, 100% = maximal ACh | activation, % at 3 µM; in the data active means activation above about 19%, passing the limit was not always enough
TAAR1 antag: antagonists of human TAAR1; Q96RJ0; CHO RD-HGA16 TAAR1, Fluo-8 calcium fluorescence, antagonist; inhibition, % at 3 µM; actives 1.5% (n = 360,000); AID 624466;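 active means inhibition above a per-plate cutoff, the mean inhibition of test compounds on that plate plus 3 SD, cut at about 49% in these data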;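 further: 0% = DMSO plus EC80 beta-PEA response and 100% = DMSO alone without agonist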
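Test system – hTAAR1-expressing CHO RD-HGA16 cells, Gα16-coupled · Also added – β-PEA at EC80 concentration, post-compound challenge · Compound – 3 µM, single point · Incubation – dye loading 75 min at 37 °C, then 30 min room temperature · Measured by – Fluo-8 intracellular calcium dye fluorescence, real-time kinetic reads · Benchmarks – vehicle and agonist controls · Replicates – singlicate, one well per test compound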
M1 PAM parental: nonselective activator or artifact in parental CHO-K1 calcium assay; ATP EC20, Fluo-8 calcium fluorescence; 0% at ATP EC20, 100% at ATP max; actives 0.02% (n = 360,000); AID 602247; activation, % at 3 µM;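 active means activation above the run cutoff, the mean activation of all test compounds plus 3 SD, cut at about 40% in these data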;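 further: peak over basal fluorescence ratio in a 140 s read after ATP addition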
* marks the source's active call; other numbers are inactive results; . = not tested or not shown.

canonical_smiles	CHRM1 agonist	M1 ag parental	M1 antag	TAAR1 ag	CHO parental Ca	CHO-K1 Ca antag	M1 PAM	TAAR1 antag	M1 PAM parental
CC(=O)Nc1ccc(C(=O)CCl)cc1	0	0.4	-11	0	-5	0	7	-2	-16
CCOC(=O)N/N=C/c1cn(Cc2ccc(F)cc2)c2ccccc12	-2	0.5	2	-1	-21	8	-4	9	-19
CCN1CCN(S(=O)(=O)Cc2ccccc2Cl)CC1	-5	0.9	-7	1	1	-5	6	-4	3
O=C(Nc1ccc(C2CCCCC2)cc1)C1CCN(c2ncccn2)CC1	-2	0.1	-15	4	11	-10	15	4	12
COc1ccc2cc(C(=O)COC(=O)COc3ccc4c(C)cc(=O)oc4c3)ccc2c1	0	-0.1	-7	1	-5	6	1	-8	-7
CC1(C)CC(=O)c2cc(NC(=O)c3ccccc3)c(=O)oc2C1	-3	1.2	-4	0	-17	-19	2	-1	32
Cc1ccc(C)c(NC(=S)NCc2ccc3c(c2)OCO3)c1	-5	-0.2	-20	7	-9	-2	-3	-7	12
COc1cccc(NC(=O)CN2CCN(S(=O)(=O)c3ccc(C(C)C)cc3)CC2)c1	-3	2.1	-1	4	-15	-1	1	10	14
CCc1cccc(OC2OC(CO)C(O)C(O)C2NC(C)=O)c1 (stereo unspecified)	-4	0.2	-3	1	-4	-10	5	-23	-6
COc1ccc(-c2[nH]nc3c2C(c2ccncc2)C(C#N)=C(N)O3)cc1 (stereo unspecified)	-2	0.1	-12	2	-14	-11	7	0	12
COc1ccc(/C=N/n2cnnc2)cc1Oc1nc(Cl)ncc1F	-1	0.7	-1	4	0	-7	2	-31	-10
CCC(C)C(NC(=O)OC(C)(C)C)C(=O)NC(C)C(N)=O (stereo unspecified)	-1	1.5	2	9	-6	3	-8	20	-2
CCCCCc1ccc(CC(=O)O)cc1	-1	0.7	-10	2	2	-19	10	16	12
O=C(O)COc1ccc(Br)cc1C(c1c(C(=O)O)[nH]c2ccccc12)c1c(C(=O)O)[nH]c2ccccc12	-6	0.2	-26	.	-5	5	17	.	1
CCOC(=O)c1sc(NC(=O)Nc2cccc(Cl)c2)cc1C	3	18*	43*	7	34*	39*	-18	48	-6
CSc1nnc(-c2cnccn2)n1Cc1ccccc1	-4	-0.1	-3	1	0	-8	1	7	3
Cn1ccc(C(=O)OCC(=O)c2ccccc2)n1	-2	0.9	-5	5	1	-8	5	9	21
COc1ccccc1CCNC(=O)CSc1ccc(-c2ccco2)nn1	-5	4.0	6	-1	-23	-12	-1	-4	16
O=C(/C=C/c1ccc2ccccc2n1)c1cc(Br)ccc1O	-1	0.0	-10	0	-9	-1	5	0	-10
CC1(C)CC(=O)c2sc(NS(=O)(=O)c3ccccc3)nc2C1	-4	0.8	-1	4	1	7	8	0	10

canonical_smiles	CHRM1 agonist	M1 ag parental	M1 antag	TAAR1 ag	CHO parental Ca	CHO-K1 Ca antag	M1 PAM	TAAR1 antag	M1 PAM parental
CCCCNC(=S)Nc1ccc2cn[nH]c2c1	-5	-0.1	4	0	-13	-2	3	11	13
COc1ccc(C(=O)/C=C/c2ccc3c(c2)OCCO3)cc1	-2	0.7	1	16	-22	-4	-2	-14	10
COC(=O)n1c(=O)oc2cc(S(=O)(=O)N3CCCCC3)ccc21	5	2.6	-12	4	-1	-16	7	2	5
CC1C(C(=O)Nc2ccccc2)CCCC1(C)C(=O)O (stereo unspecified)	-5	0.3	-9	11	-6	-1	15	-11	17
CCOC(=O)C(C)Sc1nnc2n1C(C)(C)Cc1ccccc1-2 (stereo unspecified)	-6	0.7	0	9	-8	-12	-2	2	11
Cc1cccc(-c2cc(NCCc3cccnc3)n3nccc3n2)c1	-3	1.0	-11	2	.	1	2	-6	7
COC(=O)c1ccc(CSc2nc3c(cnn3-c3ccc(Cl)cc3)c(=O)[nH]2)o1	-2	-0.2	10	6	.	-9	-6	2	1
Cc1[nH]c(=O)c(S(=O)(=O)c2ccccc2)c(C)c1Cl	-3	0.5	6	0	-14	10	3	-10	-1
CC(C)(C)OC(=O)C(C)(C)Sc1nnc(N)s1	3	1.1	-5	5	-8	-7	17	1	17
CCc1ccccc1NC(=S)N1CCCCCC1	-4	0.1	22	2	.	-4	-8	-11	9
CCCCN(C(=O)c1ccccc1Cl)C(CC(C)C)c1nc2ccccc2[nH]1 (stereo unspecified)	-6	2.1	-18	-1	.	-10	-4	1	8
CCOc1ccc(NC(=O)Cn2nnc(C(=O)NCCc3ccc(OC)c(OC)c3)c2N)cc1	1	0.4	2	-2	-9	-16	5	-21	7
Cc1cc(C)c[n+](CC(=O)c2c(C)cc(C)c([N+](=O)[O-])c2C)c1	-5	0.0	-13	3	-12	-12	4	-9	11
CCCN1CCN(CC(=O)Nc2nc3ccccc3s2)CC1	-7	0.4	-1	2	.	-1	3	-4	9
Cc1ccn2c(NC(=O)c3ccccc3)c(-c3cccs3)nc2c1	1	4.1	9	14	-9	1	-12	20	-15
CCCC(=O)N1CCCC1(C)C(=O)N(C)Cc1cccc2ccccc12 (stereo unspecified)	-2	-0.2	-2	6	.	-1	-2	-18	8
Cc1cccc(C)c1OCC(=O)N/N=C/C=C/c1ccco1	-4	6.8	1	3	1	-4	6	-4	29
COc1ccc(/C=C/C(=O)NC(=S)N2CCN(c3ccccn3)CC2)cc1	-4	2.9	-11	4	-18	-11	12	22	8
CC(=O)N1c2ccc(F)c(F)c2C[C@H]1C	-1	-0.2	-1	11	-7	-9	19	5	6
Cc1ccc2oc(=O)c3cnn(CC(=O)N4CCCc5ccccc54)c3c2c1	-2	0.3	2	1	-12	18	7	-5	3

12 entries from above, with values under each structure:
Results follow in this order: CHRM1 agonist | M1 ag parental | M1 antag | TAAR1 ag | CHO parental Ca | CHO-K1 Ca antag | M1 PAM | TAAR1 antag | M1 PAM parental
CC(C)(C)OC(=O)C(C)(C)Sc1nnc(N)s1
 : 3 | 1.1 | -5 | 5 | -8 | -7 | 17 | 1 | 17
CCc1ccccc1NC(=S)N1CCCCCC1
 : -4 | 0.1 | 22 | 2 | . | -4 | -8 | -11 | 9
CCCCN(C(=O)c1ccccc1Cl)C(CC(C)C)c1nc2ccccc2[nH]1 (stereo unspecified)
 : -6 | 2.1 | -18 | -1 | . | -10 | -4 | 1 | 8
CCOc1ccc(NC(=O)Cn2nnc(C(=O)NCCc3ccc(OC)c(OC)c3)c2N)cc1
 : 1 | 0.4 | 2 | -2 | -9 | -16 | 5 | -21 | 7
Cc1cc(C)c[n+](CC(=O)c2c(C)cc(C)c([N+](=O)[O-])c2C)c1
 : -5 | 0.0 | -13 | 3 | -12 | -12 | 4 | -9 | 11
CCCN1CCN(CC(=O)Nc2nc3ccccc3s2)CC1
 : -7 | 0.4 | -1 | 2 | . | -1 | 3 | -4 | 9
Cc1ccn2c(NC(=O)c3ccccc3)c(-c3cccs3)nc2c1
 : 1 | 4.1 | 9 | 14 | -9 | 1 | -12 | 20 | -15
CCCC(=O)N1CCCC1(C)C(=O)N(C)Cc1cccc2ccccc12 (stereo unspecified)
 : -2 | -0.2 | -2 | 6 | . | -1 | -2 | -18 | 8
Cc1cccc(C)c1OCC(=O)N/N=C/C=C/c1ccco1
 : -4 | 6.8 | 1 | 3 | 1 | -4 | 6 | -4 | 29
COc1ccc(/C=C/C(=O)NC(=S)N2CCN(c3ccccn3)CC2)cc1
 : -4 | 2.9 | -11 | 4 | -18 | -11 | 12 | 22 | 8
CC(=O)N1c2ccc(F)c(F)c2C[C@H]1C
 : -1 | -0.2 | -1 | 11 | -7 | -9 | 19 | 5 | 6
Cc1ccc2oc(=O)c3cnn(CC(=O)N4CCCc5ccccc54)c3c2c1
 : -2 | 0.3 | 2 | 1 | -12 | 18 | 7 | -5 | 3

Additional compounds.
canonical_smiles	CHRM1 agonist	M1 ag parental	M1 antag	TAAR1 ag	CHO parental Ca	CHO-K1 Ca antag	M1 PAM	TAAR1 antag	M1 PAM parental
CCN(C(=O)CSc1ncn[nH]1)c1cccc2ccccc12	-3	0.6	-2	7	-5	-16	3	5	13
O=C(Nc1ccccn1)c1ccc(S(=O)(=O)N2CCCCCC2)cc1	-3	1.6	-21	2	-1	0	19	-3	-5
CC(C)N(Cc1ccccc1)C(=O)CN1C(=O)NC2(CCCCCC2)C1=O	-1	-0.2	0	2	-9	-7	2	1	-18
CS(=O)(=O)N(CC(=O)Nc1ccc(F)c(F)c1)c1cccc([N+](=O)[O-])c1	0	1.6	-8	4	-8	9	3	7	-8
CCCCc1ccc(S(N)(=O)=O)cc1	-6	1.0	-5	1	-3	4	3	-6	7
COc1ccc(/C=N/NC(=O)c2nnn(-c3nonc3N)c2CN(C)c2ccccc2)cc1	4	6.0	8	12	-5	-3	-2	-8	13
CC(C(=O)N1CCN(c2ccc(Cl)cc2)CC1)c1ncc(C(F)(F)F)cc1Cl (stereo unspecified)	0	7.6	16	11	-6	15	-5	15	-14
Cc1ccc(S(=O)(=O)N(C)c2ccc(C(=O)NCC(c3cccs3)N3CCOCC3)cc2)cc1 (stereo unspecified)	-2	0.4	-10	0	-15	3	8	7	13
COc1cccc(COc2ccc(N(C)S(=O)(=O)c3ccccc3)cc2)c1	-3	0.2	9	0	18	-4	-3	13	-1
CC(=O)C1=CCC(c2cccs2)N(S(=O)(=O)c2ccc(C)cc2)C1 (stereo unspecified)	-8	0.9	6	-1	.	5	-2	-14	4
O=C(N/C(=C/c1ccc(Br)cc1)C(=O)N1CCCC1=O)c1ccco1	-4	1.4	4	1	-5	-7	3	-18	24
COc1ccc(/C=C/C(=O)c2ccc3c4c(cccc24)CC3)cc1	-2	3.0	1	1	-27	7	1	10	6
COC(=O)c1cn(NC(=O)c2ccc([N+](=O)[O-])cc2Cl)c(=O)c2ccccc12	0	-0.2	-5	2	10	-19	1	-1	-5
CC1CCCN(C(=O)CCCNC(=O)c2ccc(Cl)cc2)C1 (stereo unspecified)	-3	0.3	-6	1	-13	1	4	-21	-2
Cc1nnsc1SCCNC(=O)Nc1ccc(Cl)cc1	3	14	37*	14	40*	18	-13	25	-15
Fc1ccc2c(c1)C(c1ccncc1)=NNC(c1ccc(Br)cc1)=N2	-8	-0.6	-5	2	-9	-2	6	-21	7
CC(Sc1nnc(C2CC2)n1C1CC1)C(=O)Nc1ccc(C(N)=O)cc1 (stereo unspecified)	-2	0.1	-11	2	7	-10	14	-6	7
COC(=O)c1cc2sccc2n1CC(=O)N1CCCc2ccccc21	-7	2.0	-13	1	-10	-6	8	4	18
COc1cc(Cl)c(C)cc1NC(=O)CC1SC(N2CCOCC2)=NC1=O (stereo unspecified)	-4	1.1	-1	1	-7	-12	2	-4	8
